Source: PubChem (National Center for Advancing Translational Sciences (NCATS))
15-hLO-2 inh – blocks human 15-lipoxygenase 2 activity. purified 15hLO-2, xylenol orange hydroperoxide absorbance. Potency, µM (highest dose often 57.1 µM), without a hit: at the top dose activity change, negative = inhibition, actives largely listed as inhibitors. 0.56% of 110,000 active; note: potency is the fitted concentration of half-maximal effect; nearly all actives have a fitted effect of over 60% in size; many of its hits are not listed in these tables
Target sequence (O15296 whole entry, looked up): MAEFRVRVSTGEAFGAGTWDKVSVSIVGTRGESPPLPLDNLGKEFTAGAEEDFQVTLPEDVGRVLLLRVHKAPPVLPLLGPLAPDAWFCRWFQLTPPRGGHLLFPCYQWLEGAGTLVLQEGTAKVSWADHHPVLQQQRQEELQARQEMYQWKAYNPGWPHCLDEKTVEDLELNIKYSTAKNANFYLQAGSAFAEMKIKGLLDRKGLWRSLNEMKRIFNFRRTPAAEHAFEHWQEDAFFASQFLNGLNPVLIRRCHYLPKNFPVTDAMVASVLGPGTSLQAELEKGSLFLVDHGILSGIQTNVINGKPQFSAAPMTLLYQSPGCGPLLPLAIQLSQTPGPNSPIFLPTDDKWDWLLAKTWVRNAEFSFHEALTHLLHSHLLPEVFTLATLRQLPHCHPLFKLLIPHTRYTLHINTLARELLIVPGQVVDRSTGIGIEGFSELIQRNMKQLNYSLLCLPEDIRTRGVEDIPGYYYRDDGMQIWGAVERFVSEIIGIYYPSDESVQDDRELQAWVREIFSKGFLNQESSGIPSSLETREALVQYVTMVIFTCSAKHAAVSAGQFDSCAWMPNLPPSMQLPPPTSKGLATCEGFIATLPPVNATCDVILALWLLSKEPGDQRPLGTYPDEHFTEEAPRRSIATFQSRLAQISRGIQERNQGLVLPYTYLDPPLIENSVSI
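Enzyme 50 nM, AA 45 uM, 25 mM Hepes pH 7.5 + 0.01% Triton X-100; cpd preinc 15 min RT, rxn 90 min RT; stop/detect with 200 uM XO + 300 uM Fe(II) in 50 mM H2SO4, 30 min; A573/A405.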
PNC inhibitor – blocks assembly of the perinucleolar compartment. PC3M PTB-GFP, PNC prevalence imaging, 16 h; hits give low values. activity change (PNC), negative = inhibition, % at 10 µM. 3.1% of 140,000 active;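 active = readout at or below -70, meaning at least 70% loss of cells showing the perinucleolar compartment, a nuclear body marking cancer cells; inconclusive = readout between -30 and a set limit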;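 note: plate controls were DMSO wells for no effect and camptothecin positive control wells for full effect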
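Compounds are pinned in duplicate onto adhered PC3M cells stably expressing GFP-tagged PTB and incubated 16 h at 37 C. Cells are then fixed, nuclei stained with Hoechst, and PNC-positive cells counted.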
IMPase inh – cell-permeable inhibitors of inositol monophosphatase (IMPase); P97697; CHO-M1 cells, IP1 accumulation, HTRF TR-FRET ratio; inhibition (IP1 accumulation), % at 46.1 µM; 120,000 tested, under 10 active; AID 901; active = well fitted curve in the direction sought with a large enough effect in the signal ratio, not every such curve was filed as active; inconclusive = small, poorly fitted or top-dose-only effect, or a change in a side signal; inactive = no such curve, though single readings can be large or run the other way; the % refers to the signal ratio;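 note: cells stimulated with carbachol in lithium chloride buffer; plate controls were DMSO basal wells for no effect and reference inhibitor wells for full effect; higher means more IMPase inhibition seen as more IP1 and lower FRET ratio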
Target sequence (P97697 whole entry, looked up): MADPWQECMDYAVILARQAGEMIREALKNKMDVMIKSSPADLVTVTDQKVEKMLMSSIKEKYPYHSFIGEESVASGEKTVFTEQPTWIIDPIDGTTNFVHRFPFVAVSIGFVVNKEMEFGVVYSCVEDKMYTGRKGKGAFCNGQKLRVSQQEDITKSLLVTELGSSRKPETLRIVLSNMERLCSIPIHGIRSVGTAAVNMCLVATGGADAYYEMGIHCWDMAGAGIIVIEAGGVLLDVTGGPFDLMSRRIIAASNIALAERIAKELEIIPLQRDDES
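Measured: the HTRF emission ratio (665/620 nm) plus the 620 nm donor channel, each fitted to the Hill equation to give AC50. Cells were CHO-M1 given compounds up to 46 uM and a 30 min carbachol stimulation at 37C.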
ALOX12 inhib – inhibitors of human 12-lipoxygenase (ALOX12); 0.12% of 150,000 active; purified 12-hLO, xylenol orange hydroperoxide absorbance; Potency, µM (series often up to 57.1 µM), for the others: at the highest dose activity change, negative = inhibition, actives largely listed as inhibitors; P18054; AID 1452; note: potency is the fitted concentration of half-maximal effect; nearly all actives have a fitted effect of over 55% in size; many of its hits are not listed in these tables
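Lipoxygenase turnover measured by absorbance at 573 and 405 nm after Fe-XO development. Human 12hLO 150 nM, arachidonate 40 uM, pH 7.0 Hepes buffer with detergent; 15 min compound preincubation, 30 min reaction.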
Starred values were filed as active, the others as inactive; ? = inconclusive; . = no result given; & = joins results of further samples; [ ] = remark or other dose. Unless noted, calls come from the whole dose curve; as a rule, active = well fitted curve in the direction sought with a large enough effect; inconclusive = small, poorly fitted or top-dose-only effect, or another doubt; inactive = no such curve, though single readings can be large; an effect the other way counts as inactive or inconclusive. Unless noted, % is set by controls: 0 for no effect and ±100 for the full control effect.

15-hLO-2 inh	PNC inhibitor	IMPase inh	SMILES	ALOX12 inhib
.	-113*	8	Cc1cc(C)nc(/N=C(/NC(=O)Nc2ccc(Cl)c(Cl)c2)Nc2cccc(Cl)c2)n1	-2%
9%	10	9	CCOC(=O)C1CCN(c2ncnc3c2oc2ccc(Cl)cc23)CC1	?
50%[activator]	?	7	CCOC(=O)C1=C(CNCCc2ccc(Cl)cc2)NC(=O)NC1c1ccc2c(c1)OCO2 (configuration not stated)	-9%
-7%	15	-5	N#Cc1cccc(NC(=O)CC2CCCCC2)c1	-1%
.	-1	.	O=C(COc1ccc([N+](=O)[O-])cc1Cl)NCCc1ccccc1	-2%
.	-97*	.	Cc1cccc2cc3c(N)c(C(=O)N4CCCc5ccccc54)sc3nc12	-20%
.	-23	3	Cc1ccc(NC(=O)CS(=O)CC(=O)N(c2ccc(C)cc2)C(C)C(=O)NC2CCCCC2)cc1 (configuration not stated)	-7%
-9%	-5	4	CN1C(=O)CC(C(=O)O)SC1=Nc1cc(Cl)c(O)c(Cl)c1 (configuration not stated)	-3%
12%	32	4	Cc1ccc(Cl)cc1N1CCN(C(=O)C2CCN(S(=O)(=O)c3cccnc3)CC2)CC1	1%
.	-24	4	COc1ccc(CCN2C(=O)C(Oc3ccccc3)C2c2ccc3c(c2)OCO3)cc1 (configuration not stated)	1%
3%	-24	4	CC1(C)Cc2c(c(-c3ccccc3Cl)[nH]c(=O)c2C#N)CO1	1%
46%[activator]	?	5	N=c1oc2c3c4c(cc2cc1C(=O)Nc1ccccc1)CCCN4CCC3	-4%
-13%	0	3	COc1ccc2oc(-c3ccccc3)c(C(N)=O)c2c1	-1%
4%	?	-12	O=C(Cn1cc2c(n1)CCCCC2)Nc1ccc(F)cc1F	2%
7%	47	1	O=C1c2ccccc2C(=O)N1CCc1csc(-c2ccccc2)n1	-5%
-2%	22	1	Cc1nn(Cc2c(Cl)cccc2Cl)c(C)c1NC(=O)c1cnn2c(C(F)F)cc(-c3ccccc3)nc12	-9%
7%	-28	1	Cc1ccc(NC(=O)CS(=O)CC(=O)NC2CCN(Cc3ccccc3)CC2)c(C)c1 (configuration not stated)	-2%
-6%	15	1	CS(=O)(=O)NC1c2cccc3cccc(c23)C1Sc1nncn1/N=C/c1ccco1 (configuration not stated)	1%
.	3	.	Cc1cccc(N2C(S)=C(C#N)C(=O)NC23CCCCC3)c1	0%
-4%	-4	?	CNC(=S)NNC(=O)CCn1nc(C)c(Br)c1C	1%
-6%	52	11	COc1ccc(-n2c(C)cc(C(=O)NC3CCCCC3)c2C)cc1	4%
0%	?	-1	O=C(Nc1ccc(S(=O)(=O)N2CCc3ccccc32)cc1)c1ccc2c(c1)OCO2	-3%
4%	9	-7	CCOC(=O)c1[nH]c(C)c(C(=O)NC2CCCC2)c1C	6%
3%	?	-2	CCCC(=O)Nc1ccc(S(=O)(=O)Nc2cc(C)nc(C)n2)cc1	1%
28%	?	8	Cn1c(-c2ccc3c(c2)OCO3)cnc1NCc1ccc(Cl)cc1	?
-1%	19	4	Cc1occc1C(=O)Nc1cc(C(C)(C)C)on1	-3%
-3%	30	-11	Cc1cccc2cc(C(c3nnnn3Cc3ccccc3)N3CCCc4ccccc43)c(=O)[nH]c12 (configuration not stated)	3%
-8%[11.4 µM]	.	.	CC(C)[C@]1(Cl)CC[C@@H]2[C@]3(C)CCC[C@@](C)(C(=O)O)[C@H]3C[C@H](Cl)[C@@]2(Cl)[C@H]1Cl	-3%[11.4 µM]
-10%	42	5	O=C(CCS(=O)(=O)c1cccc2nsnc12)NC1CCCCC1	-15%
2%	4	12	COc1nc(-c2ccccc2)cc(C(F)(F)F)n1	-4%
2%	6	4	CCOC(=O)n1c(=O)oc2ccccc21	11%
-2%	?	12	CCCOc1ccc(-c2nnn(CC(=O)OCC)n2)cc1	-1%
.	28	.	O=C(NCc1ccc2c(c1)OCO2)C1CCN(S(=O)(=O)N2CCCCC2)CC1	1%
17%	76	3	Nn1c(SCc2nc3ccccc3[nH]2)nnc1-c1ccccc1	4%
.	5	.	Cc1ccc(CNC(=O)/C=C/c2cccs2)cc1	-3%
2%	-14	2	O=C(COC(=O)CCC(=O)c1cccs1)Nc1ccc(S(=O)(=O)N2CCOCC2)cc1	-5%
-5%	?	-2	CCCCOC(=O)Nc1cc(Cl)ccc1C	-2%
3%	.	.	COc1ccc(C(=O)N2CCC3(CCCN(C(c4ccccc4)c4ccccc4)C3)CC2)cc1	-4%
.	7	.	O=C(c1ccc2c(Cl)c3c(nc2c1)CCCC3)N1CCN(c2ccc(F)cc2)CC1	-5%
2%	39	8	CC(C)c1cc(C(F)(F)F)n2nc(C(=O)Nc3ccc4c(c3)OCO4)cc2n1	-9%
.	12	.	Cc1ccc(S(=O)(=O)N2CCCOC2CNC(=O)C(=O)NCCC2=CCCCC2)cc1 (configuration not stated)	2%
.	89	.	CN(C)c1cccc2c1C(=O)c1ccccc1C2=O	1%
0%	?	7	COc1ccc(CCNc2cc(=O)[nH]c(N)n2)cc1	-1%
3%	15	-2	COc1ccc(Br)cc1-c1noc(-c2ccccc2)n1	-3%
-6%	24	-10	C=CCNC(=O)c1ccccc1NC(=O)Nc1ccccc1	0%
.	?	.	Cc1nc(Cl)sc1C(=O)NC(C)c1ccc(Cl)cc1 (configuration not stated)	0%
.	34	.	CN1CCN(c2ccc([N+](=O)[O-])cc2C(=O)N2CCCCC2)CC1	-1%
0%	22	14	CCN(CC)C(=O)c1ccc(C)c(Br)c1	1%
.	30	?	O=C(CSc1n[nH]c(-c2cccs2)n1)NCc1cccs1	2%
2%	14	-1	Cn1nnnc1SCCNCc1cccnc1	-8%

(more compounds)
15-hLO-2 inh	PNC inhibitor	IMPase inh	SMILES	ALOX12 inhib
1%	49	2	COc1ccc(N2CC(C(=O)OCC(=O)NCc3ccccc3)CC2=O)cc1 (configuration not stated)	4%
5%	?	?	O=C1Nc2cc(Cl)ccc2C1(N1CCNCC1)C(F)(F)F (configuration not stated)	-5%
.	-25	.	O=C(c1ccc(-n2c(SCc3cccc(F)c3)nc3ccccc3c2=O)cc1)N1CCOCC1	10%
-19%	-27	4	O=C1CCC(C(=O)OCC(=O)N2N=C3/C(=C/c4ccccc4)CCCC3C2c2ccccc2)N1 (configuration not stated)	-4%
.	68	.	C=CCc1cccc(/C=N/NC(=O)C(C)Nc2ccc(C)cc2)c1O (configuration not stated)	-4%
-12%	-23	11	CCOc1cc(C)cc2oc(=O)cc(-c3ccccc3)c12	3%
.	?	7	CCCOC(=O)c1ccc(NC(=O)c2ccoc2C)cc1	7%
-12%	6	7	CC1(C)N=C(c2cccs2)C(C)(C)N1O	-14%
6%	-1	-2	CCNc1nc(N)nc(-c2cc(Cl)ccc2OC)n1	-6%
1%	18	-23	O=C(c1ccco1)N1CCN(C/C=C/c2ccccc2)CC1	-19%
-7%	?	3	COc1cccc(-n2nnc3c(=O)n(Cc4cccc(C)c4)cnc32)c1	-9%
.	-81*	.	COc1ccc(NC(=O)CSc2ccccc2)cc1S(=O)(=O)N1CCCCC1	-1%
-14%	3	2	Cc1[nH]c(=S)[nH]c(=O)c1Cc1ccccc1	-6%
-5%	3	10	CC12C=CC3(CN(Cc4ccccc4)C(=O)C3C1C(=O)NC1CC1)O2 (configuration not stated)	-3%
3%	.	.	O=C(Nc1ccccc1)N1CC[C@@]2(CCCN(C(=O)c3cccc(F)c3)C2)C1	0%
6%	9	9	COc1ccc(OC)c(NC(=O)CSc2nnc(Cc3cccn3C)n2CCc2ccccc2)c1	-13%
4%	?	0	CCOc1ncccc1C(=O)N1CCN(Cc2ccc3c(c2)OCO3)CC1	4%
.	9	9	O=C(Nc1cccc(S(=O)(=O)N2CCOCC2)c1)c1ccc(N2CCOCC2)c([N+](=O)[O-])c1	1%
-1%	22	-13	CC(C)NC(=O)C1CCN(Cc2cnn(-c3ccccc3)c2-n2cccc2)CC1	0%
.	44	0	COc1ccc(NC(=O)COC(=O)/C=C/c2ccccc2[N+](=O)[O-])cc1OC	0%
-2%	14	-3	CN(c1cccc(NS(=O)(=O)c2cccs2)c1)S(C)(=O)=O	2%
-1%	-6	-5	COC(=O)c1cc(=O)nc2sc(-c3ccc(F)cc3)nn12	-6%
3%	?	-8	NC(=O)CSc1ncnc2c1cnn2Cc1ccccc1	4%
-23%	-4	7	COc1cc(C2NC(=O)NC(C)=C2C(=O)OCc2ccc(C)cc2)cc(OC)c1O (configuration not stated)	-5%
.	-5	.	N#Cc1c(Cl)nc(N/N=C/c2ccccc2)c(Cl)c1Cl	?
-6%	20	0	COc1cccc(Nc2c(F)c(OC)c(F)c(F)c2C(=O)O)c1	-3%
.	3	.	CN(C)Cc1ccccc1Cc1ccccc1	-1%
9%	1	6	CC(C)COC(=O)CCn1[nH]c(=O)c2ccccc2c1=O	0%
-1%	7	4	CC1(C)CC(=O)C=C(Nc2cccc(O)c2)C1	0%
16%	.	1	C[C@@H]1O[C@@H](O[C@H]2[C@H](Oc3cc(O)c4c(c3)O[C@H](c3ccc(O)cc3)CC4=O)O[C@H](CO)[C@@H](O)[C@@H]2O)[C@H](O)[C@H](O)[C@H]1O	-5%
.	?	0	CCc1nnc(NS(=O)(=O)c2ccc(NC(=S)NC(=O)/C=C/c3ccc(F)cc3)cc2)s1	-8%
-3%	87	6	O=C1C(Cc2ccccc2)SC(=Nc2ccccc2)N1c1ccccc1 (configuration not stated)	4%
-4%	10	-4	COc1c(C(C)C)cc(NC(C)=O)cc1C(C)C	3%
5%	-16	5	Nn1cc(-c2ccccc2)nc1SCC(=O)NCCN1C(=O)CSC1=O	-7%
3%	-7	8	CN1CCC(NC(=O)c2cccs2)CC1	-8%
.	?	-1	Cc1ccccc1C(=O)N[C@H](C(=O)Nc1ccc(Cl)c(Cl)c1)C(C)C	-1%
-11%	-19	-1	CCCC(=O)c1cc2cc(Cl)ccc2oc1=O	-8%
-3%	17	2	COc1ccc(CNC(=O)CSc2nc3nc(C)cc(C)n3n2)cc1	-1%
4%	-30	3	CC1CC(C)CN(S(=O)(=O)c2ccc(F)c(C(=O)Nc3ccc(Cl)cc3F)c2)C1 (configuration not stated)	6%
.	-11	.	Cn1c(=O)c2nc(Cl)c(-c3ccccc3)nc2n(C)c1=O	2%
3%	25	-6	Cc1ccccc1-c1nc2ccccc2o1	-8%
-3%	?	12	CCC(C)c1c(O)nc(SCC(=O)N2CCOCC2)[nH]c1=O (configuration not stated)	2%
.	-92*	16	CCOc1ccc(CSCCNC(=S)Nc2ccccc2)cc1	?
.	27	.	Cc1ccc(NC(=O)c2scc3c2CCCC3)cc1	1%
.	?	-3&3	COc1cc(NC(=O)CCCSc2nc(-c3ccco3)cc(C(F)(F)F)n2)cc(OC)c1OC	-2%

A portion of the library. The share of hits here may be higher or lower than overall.
